Bioassay records (PubChem)
EPAC1 antag: antagonists of human EPAC1; Potency, µM (titrated, usually from 115 µM), inactives show at the top dose activity change, negative = inhibition, hits mostly inhibitors; EPAC1 GEF assay, Rap1b-BODIPY-GDP exchange fluorescence; hit rate 0.14% among 360,000; AID 720709;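 further: potency means the concentration at half of the fitted maximal effect; plate controls were vehicle for no effect and positive control for full effect; nearly all actives have a fitted effect of over 50% in size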
PTHR1 ag: activates the human parathyroid hormone receptor PTHR1 | Potency, µM (highest dose often 115 µM), for the others: at the highest dose activation, actives largely listed as activators | AID 743266 | hit rate 0.075% among 410,000 | HEK293 GP2 PTHR1 cells, GloSensor cAMP luminescence, 1 h; further: potency means the concentration at half of the fitted maximal effect; nearly all actives have a fitted effect of over 55% in size; some results filed as inactive show a strong effect at the top dose; inactives centre near -15; many of its hits are not listed in these tables
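HEK-293-derived GP2 cells expressing PTHR1 and a GloSensor cAMP reporter, 3,000/well, plated overnight, given luciferin plus IBMX (each 0.5 mM as added) for 1 h at 37 °C, then compound for 1 h at 37 °C. Luminescence was read after 15 min at room temperature.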
GLP1R ag: GLP-1 receptor (human) agonism. P43220. HEK293 GLP-1R CRE-luciferase, luminescence, 4-6 h; cells express a hypersensitive GLP-1R form. Potency, µM (series often up to 45.6 µM), for inactives: at the highest dose activation, actives largely listed as activators. hit rate 0.007% among 380,000. AID 624172; further: potency means the concentration at half of the fitted maximal effect; % of control where 0% means no effect
Target sequence (P43220 whole entry, looked up): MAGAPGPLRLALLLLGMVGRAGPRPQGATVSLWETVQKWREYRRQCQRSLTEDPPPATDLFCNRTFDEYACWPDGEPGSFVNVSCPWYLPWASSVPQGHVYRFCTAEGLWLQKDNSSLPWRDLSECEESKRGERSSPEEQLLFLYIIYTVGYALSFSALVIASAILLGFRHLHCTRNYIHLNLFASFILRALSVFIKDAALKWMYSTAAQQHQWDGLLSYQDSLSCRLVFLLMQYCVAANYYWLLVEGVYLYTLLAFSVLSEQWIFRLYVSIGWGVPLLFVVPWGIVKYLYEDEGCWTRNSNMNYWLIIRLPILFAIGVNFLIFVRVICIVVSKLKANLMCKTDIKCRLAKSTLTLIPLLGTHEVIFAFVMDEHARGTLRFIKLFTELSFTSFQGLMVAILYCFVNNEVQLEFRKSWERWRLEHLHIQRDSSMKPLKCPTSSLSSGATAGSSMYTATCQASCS
PI5P4Ka inh: blocks human PI5P4K alpha kinase activity. P48426. PI5P4Kalpha enzyme, ADP-Glo luminescence, 60 min; hits give low values. AID 652105. hit rate 1.2% among 330,000. max response, %; active means max response of -50% or lower; inconclusive means between -30% and -50%; inactive means -30% or higher; further: value at the top dose of about 77 µM; on the % scale 0 is the no-effect control and ±100 the full control effect
Target sequence (P48426 whole entry, looked up): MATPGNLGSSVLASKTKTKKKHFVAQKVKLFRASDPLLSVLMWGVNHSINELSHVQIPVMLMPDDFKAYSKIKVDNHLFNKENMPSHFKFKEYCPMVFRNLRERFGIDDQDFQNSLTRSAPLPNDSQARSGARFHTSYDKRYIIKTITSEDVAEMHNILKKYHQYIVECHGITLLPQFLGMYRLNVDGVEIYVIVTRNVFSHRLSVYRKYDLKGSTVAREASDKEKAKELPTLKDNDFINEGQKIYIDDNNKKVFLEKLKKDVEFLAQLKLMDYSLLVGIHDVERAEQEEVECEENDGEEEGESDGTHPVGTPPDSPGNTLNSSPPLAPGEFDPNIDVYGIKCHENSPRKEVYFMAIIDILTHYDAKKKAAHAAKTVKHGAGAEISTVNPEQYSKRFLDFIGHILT
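Compounds were pin-transferred onto PI5P4Kalpha and substrate in HEPES pH 7.4 buffer with EGTA, CHAPS and 5% DMSO. ATP (5 microM final) started the reaction, which ran 60 minutes at room temperature before ADP-Glo detection.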
IL2 activator: IL-2 activation. IL-2 activation reporter assay, cell-based qHTS; stimulated with anti-CD3/CD4/CD28 beads; in transgenic mouse T cells. activation, % (series mostly up to about 46 µM). hit rate 0.065% among 360,000; in the data active means activation above about 50%; inconclusive means mostly about 30% to 49%; further: 0% is about no effect
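Readout: EGFP and DsRed signals by fluorescent plate cytometry. Unstimulated transgenic mouse T cells received compound 60 min before antibody-bead stimulation, then incubated 18 h at 37 degrees C.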
EPAC1 ag: activates human EPAC1 exchange factor; Potency, µM (doses to about 154 µM), for inactives: top-dose activation, hits mostly activators; hit rate 0.073% among 360,000; O95398; EPAC1 agonist qHTS, biochemical assay; response scale: 100% = response to 6.5 mM cAMP; AID 720707; further: potency means the concentration at half of the fitted maximal effect; nearly all actives have a fitted effect of over 60% in size
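Compounds were pinned as a concentration titration into mixtures of EPAC1 (100 nM), BODIPY-GDP-loaded Rap1B (250 nM) and GDP (50 uM). After 5 min at room temperature, fluorescence was followed for 30 min; activity was scaled to 6.5 mM cAMP.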
PLK1 PBD inh: blocks phosphopeptide binding to human PLK1 polo-box domain. P53350. Plk1 PBD binding of FITC phosphopeptide, fluorescence polarization. Potency, µM, without a hit: max response, negative = inhibition, usual class: inhibitors. hit rate 2.8% among 360,000. AID 720504; further: potency means the concentration at half of the fitted maximal effect; series mostly up to about 57 µM; on the % scale 0 is the no-effect control and ±100 the full control effect; nearly all actives have a fitted effect of over 65% in size
GLP-1R inv ag: inverse agonists of human GLP-1 receptor; AID 624417; Potency, µM (titrated, usually from 38.3 µM), for inactives: at the highest dose activity change, negative = inhibition, usual class: inhibitors; hit rate 1.6% among 410,000; P43220; HEK293 GLP-1R CRE-luciferase, luminescence, 24 h; GLP-1R form is constitutively active; further: potency means the concentration at half of the fitted maximal effect; on the % scale 0 is the no-effect control and ±100 the full control effect; nearly all actives have a fitted effect of over 55% in size
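Inverse agonists were sought by their lowering of basal cAMP reporter luciferase output in HEK293 cells stably carrying constitutively active human GLP-1R, after 24 h compound treatment.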
GLP1R cytotox: cytotoxicity in counter-screen for GLP-1R inverse agonists | HEK293 cAMP-luciferase reporter cells, luminescence, 24 h | Potency, µM (highest dose often 38.3 µM), without a hit: at the highest dose activity change, negative = inhibition, actives largely listed as inhibitors | hit rate 0.13% among 410,000;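 further: loss of luciferase light is scored as toxicity; potency means the concentration at half of the fitted maximal effect; on the % scale 0 is the no-effect control and ±100 the full control effect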
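To flag toxic compounds, the library was rerun on cells for 24 hr at 37 deg C and 5% CO2. Viability-linked luminescence was captured 12 min after adding luciferase detection reagent.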
The depositor's hits bear a star; i = inactive; ? = inconclusive; . = not tested or not shown; & = joins results of further samples; [ ] = remark or other dose. Unless noted, the call rests on the fitted dose curve; in most records, active means well fitted curve in the direction sought with a large enough effect; inconclusive means small, poorly fitted or top-dose-only effect, or another doubt; inactive means no such curve, though single readings can be large; an effect the other way counts as inactive or inconclusive. These rows are one share of the data; the hit share may differ from the screen's.

Structure,EPAC1 antag,PTHR1 ag,GLP1R ag,PI5P4Ka inh,IL2 activator,EPAC1 ag,PLK1 PBD inh,GLP-1R inv ag,GLP1R cytotox
CC(=O)NN(O)C1N(C)C(=O)N(Cc2ccccc2)C1(C)C (stereo not given),4%,-19%,1%,-3,0.0,0%,3%,13%,20%
CSc1n[nH]c(NCc2ccccc2)n1,5%,i,-3%,-1,1.8,-18%,-2%,5%,-15%
O=C(c1ccc2c(=O)n3c(nc2c1)CCCCC3)N1CCN(c2ccc(Cl)cc2)CC1,8%,-8%,-4%,-17,-1.5,-13%,-7%,7.1µM*,10%
CCC(c1nnnn1Cc1ccco1)N(Cc1cc2cc(OC)ccc2[nH]c1=O)C1CCCCC1 (stereo not given),-2%,-21%[57.5 µM],1%,-18,0.0,4%,-17%,?,-15%
Cc1c(NC(=O)COC(=O)c2ccccc2O)c(=O)n(-c2ccccc2)n1C,12%,i,4%,-7,-1.3,13%,-11%,29%,5%
O=C(CNCc1cccs1)NC12CC3CC(CC(C3)C1)C2,-2%,-4%,3%,-6,-0.3,7%,-13%,-5%[0.307 µM],26%[0.307 µM]
COc1cc(CNC(=O)Nc2nnc([C@H]3C[C@H](O)[C@@H](CO)O3)s2)cc(OC)c1OC,-6%,i,-5%,-3,1.9,-2%,-3%,16%,1%
Cc1ccc(C)c(CN2CCCN(Cc3cc(C)ccc3C)S2(=O)=O)c1,3%,-15%,3%,2,-1.0,2%,-1%,?,0%&1%
CC1CCCC(NC(=O)COC(=O)c2sc3ccccc3c2Cl)C1C (stereo not given),5%,i,4%,-4,2.0,-7%,-4%,18%,4%
COc1cc2nc(N3CCN(C(=O)C4CCCO4)CC3)nc(N)c2cc1OC (stereo not given),-5%&4%,-21%&-17%,-4%&-5%,4&-2,-0.3&2.2,-8%&-13%,-15%&4%,25%&-11%,0%&4%
Cc1ccc(C2C=NN(c3ccccc3)C2=O)cc1 (stereo not given),-17%,-33%[inhibitor],-2%,7,1.7,-2%,-18%,-18%,3%
CCn1c2ccccc2c2cc(NC(=O)CSc3nnc(-c4cccc(Cl)c4)o3)ccc21,1%,-39%[inhibitor],-11%,1,-2.4,7%,2%,0%,6%

(list continues)
Structure,EPAC1 antag,PTHR1 ag,GLP1R ag,PI5P4Ka inh,IL2 activator,EPAC1 ag,PLK1 PBD inh,GLP-1R inv ag,GLP1R cytotox
Cc1cc2c(=O)n(Cc3ccco3)c(SCC(=O)c3ccc(Cl)s3)nc2s1,7%,-24%[57.5 µM],-13%,.,-1.1,15%,-3%,2%,-13%
CC(NC(=O)CNC(=O)C1O[C@@H]2OC(C)(C)O[C@@H]2[C@H]2OC(C)(C)O[C@@H]12)C(=O)O (stereo not given in full),1%,-10%,-1%,1,0.7,8%,1%,12%,-1%
COc1ccc(S(=O)(=O)N2CCOCC2)cc1C(=O)Nc1ccc2c(c1)OCO2,12%,-39%[inhibitor],-2%,-8,-1.1,8%,2%,0%,-4%
COCCNC(=O)C1C(=O)Nc2ccccc2C(=O)N1Cc1ccccc1 (stereo not given),6%,i,.,-1,-0.6,3%,-11%,13%,0%
COC(=O)c1cc(NC(=O)C23CCC(C)(C(=O)O2)C3(C)C)cc(C(=O)OC)c1 (stereo not given),-4%,i,-4%,2,-2.7,-6%,-4%,-1%,-8%
COc1cc(/C=N/NS(=O)(=O)c2ccccc2)c(OC)c(OC)c1,-8%,-8%,2%,-5,0.7,2%,-2%,23%,-1%
Cc1c(C(=O)N2CCOCC2)oc2c1C(=O)CC(C)(C)C2,-11%,i,-9%,.,-1.9,16%,-17%,-1%,6%
CCOc1ccc(NC(=S)N2CCC(NC(=O)c3ccccc3)CC2)cc1,?,-2%,7%,-1,-3.1,5%,-8%,0%,2%
COc1ccc(-c2cc(C(=O)Nc3cc(C)on3)no2)cc1,?,i,19%,1,0.0,-10%,-13%,15%,-1%
COc1ccc(S(=O)(=O)N2CCOC2CNC(=O)C(=O)NCCc2ccccc2)cc1 (stereo not given),-3%,-26%,2%,-5,-0.4,2%,-1%,17%,1%
OC(c1ccccc1)c1nc(-c2ccc(Cl)cc2)cs1 (stereo not given),-25%,-82%[inhibitor],-7%,19,-0.6,-4%,-2%,?,3%
COc1ccc(CCNC(=O)CSCc2ccc([N+](=O)[O-])cc2)cc1,-8%,-28%,-5%,-4,2.5,-5%,0%,-12%,-17%

Part of the list above in order of SMILES length, smallest number first.
Structure,EPAC1 antag,PTHR1 ag,GLP1R ag,PI5P4Ka inh,IL2 activator,EPAC1 ag,PLK1 PBD inh,GLP-1R inv ag,GLP1R cytotox
Cc1ccc(C2C=NN(c3ccccc3)C2=O)cc1 (stereo not given),-17%,-33%[inhibitor],-2%,7,1.7,-2%,-18%,-18%,3%
COc1ccc(-c2cc(C(=O)Nc3cc(C)on3)no2)cc1,?,i,19%,1,0.0,-10%,-13%,15%,-1%
CC1CCCC(NC(=O)COC(=O)c2sc3ccccc3c2Cl)C1C (stereo not given),5%,i,4%,-4,2.0,-7%,-4%,18%,4%
COCCNC(=O)C1C(=O)Nc2ccccc2C(=O)N1Cc1ccccc1 (stereo not given),6%,i,.,-1,-0.6,3%,-11%,13%,0%
COc1cc2nc(N3CCN(C(=O)C4CCCO4)CC3)nc(N)c2cc1OC (stereo not given),-5%&4%,-21%&-17%,-4%&-5%,4&-2,-0.3&2.2,-8%&-13%,-15%&4%,25%&-11%,0%&4%
Cc1c(NC(=O)COC(=O)c2ccccc2O)c(=O)n(-c2ccccc2)n1C,12%,i,4%,-7,-1.3,13%,-11%,29%,5%
COc1ccc(S(=O)(=O)N2CCOCC2)cc1C(=O)Nc1ccc2c(c1)OCO2,12%,-39%[inhibitor],-2%,-8,-1.1,8%,2%,0%,-4%
COc1ccc(S(=O)(=O)N2CCOC2CNC(=O)C(=O)NCCc2ccccc2)cc1 (stereo not given),-3%,-26%,2%,-5,-0.4,2%,-1%,17%,1%
CCn1c2ccccc2c2cc(NC(=O)CSc3nnc(-c4cccc(Cl)c4)o3)ccc21,1%,-39%[inhibitor],-11%,1,-2.4,7%,2%,0%,6%
O=C(c1ccc2c(=O)n3c(nc2c1)CCCCC3)N1CCN(c2ccc(Cl)cc2)CC1,8%,-8%,-4%,-17,-1.5,-13%,-7%,7.1µM*,10%
COc1cc(CNC(=O)Nc2nnc([C@H]3C[C@H](O)[C@@H](CO)O3)s2)cc(OC)c1OC,-6%,i,-5%,-3,1.9,-2%,-3%,16%,1%

More results follow:
Structure,EPAC1 antag,PTHR1 ag,GLP1R ag,PI5P4Ka inh,IL2 activator,EPAC1 ag,PLK1 PBD inh,GLP-1R inv ag,GLP1R cytotox
CC(=O)c1cccc(NC(=O)COC(=O)[C@@H](NC(=O)OCc2ccccc2)C(C)C)c1,-10%,-23%,-8%,6,-1.4,1%,0%,13%,-1%
CC/C(=N\O)c1ccc(OC)c(OC)c1,10%,i,9%,1,0.2,2%,-2%,80%[activator],-12%
CCCN1C(=S)SC(C)(C)C1/[N+]([O-])=C/c1cccnc1 (stereo not given),-13%,i,1%,2,0.0,-2%,24µM*,-11%,63%[activator]
CS(=O)(=O)Nc1cccc(C2=NN(S(=O)(=O)c3ccccc3)C(c3ccco3)C2)c1 (stereo not given),-11%,i,8%,-11,-3.2,7%,30µM*,0%,-25%
CCOc1ccc(Nc2ncnc3c2cnn3Cc2ccccc2)cc1,-3%,-13%[57.5 µM],15%,.,-2.1,16%,-9%,?,?
CCOc1ccc(Oc2ccc(NC(=O)CSc3nncn3C)cc2)cc1,-12%,-38%,1%,-14,0.2,1%,-9%,-22%,-5%
CCOCc1nnc(NS(C)(=O)=O)s1,0%,-9%[57.5 µM],2%,.,-2.5,5%,0%,-6%,2%
O=C(O)c1ccc2c(=O)n(-c3ccc(F)c(Cl)c3)c(=S)[nH]c2c1,-7%,-3%,-1%,-7,-1.5,7%,-10%,4%,-6%
CSc1ccc(CN(C)CC(=O)NC(C)c2ccccc2)cc1 (stereo not given),-27%,-7%,12%,-4,-0.4,5%,?,-1%[0.307 µM],6%[0.307 µM]
Cc1nn(-c2nc3ccccc3s2)c(C)c1Oc1ccccc1O,-5%,-7%[57.5 µM],-13%,.,-1.8,?,-9%,?,?
O=C(Cc1cn2ccsc2n1)Nc1nc2c(s1)CN(Cc1ccccc1)CC2,-2%,i,3%,5,-0.7,3%,-5%,-8%,68%[activator]
Clc1ccc(-c2nnc3cccc(Cl)n23)c(Cl)c1,-9%,i,-5%,-4,-0.3,0%,-2%,-20%,-7%

More records follow.
Structure,EPAC1 antag,PTHR1 ag,GLP1R ag,PI5P4Ka inh,IL2 activator,EPAC1 ag,PLK1 PBD inh,GLP-1R inv ag,GLP1R cytotox
O=C(NNC(=O)c1ccc([N+](=O)[O-])cc1C(=O)O)c1ccncc1,-18%,i,-1%,0,-1.9,7%,0%,25%,-2%
COc1ccc(NC(=O)c2cc(-c3cc(F)ccc3OCC3CCCO3)n[nH]2)cc1OC (stereo not given),7%,-9%,2%,3,-0.3,4%,4%,-21%,-19%
c1ccc(OCC2CCNCC2)nc1,4%,-10%,-2%,-1,2.5,22%,-9%,23%,3%
CC1Cc2cc(/C=C3/SC(N4CCC(C(N)=O)CC4)=NC3=O)ccc2O1 (stereo not given),-24%,i,11%,-1,-3.2,0%,-12%,?,0%
COc1cccc2cc(C(C)N(CCCN3CCOCC3)C(=S)Nc3cccc(C)c3C)oc12 (stereo not given),-9%,i,9%,6,-0.3,4%,-13%,-9%,11%
CCC(C)Nc1nc(N)c([N+](=O)[O-])c(NC2CCCCC2)n1 (stereo not given),10%,-20%,22%,-7,-0.6,6%,-10%,86%[activator],-21%
c1cncc(CN2CCN(c3cc(-c4cnc5ccccc5c4)nc4ccnn34)CC2)c1,-5%,-4%,-1%,2,-0.3,18%,-7%,-1%,-5%
Cc1ccc(C(=O)c2c3ccc(C(F)(F)F)cc3[n+]([O-])n2CCCN)cc1,8%,i,15%,17,0.1,3%,6%,?,-16%
